TAG inh – inhibitors of triacylglycerol accumulation, primary screen, cell-based, uHTS, fluorescence, H9c2; H9c2 cells, Nile Red lipid (TAG) fluorescence; cells loaded with 200 µM oleic acid; inhibition, % at 12.5 µM; actives 0.66% (n = 230,000);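 active = pattern-corrected inhibition of lipid staining of at least 50% with the nuclear-stain viability signal not falling by more than 50%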;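 also: 0% = DMSO wells and 100% = triacsin C control wells; some results filed as inactive read as strong as hits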
TAG inh DAPI viability – recorded beside TAG inh, whose call it bears; DAPI nuclei signal change (viability), lower = more cytotoxic, %;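 whole-well DAPI fluorescence read on a plate reader as a viability signal; minus 50 percent equals half of cells still viable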
The depositor's hits bear a star; i = inactive. A portion of the library; rates above refer to the full screens.

SMILES	TAG inh	TAG inh DAPI viability
O=C(CCC(=O)c1cccs1)Nc1ccccc1F	15.7	4.8
CC[C@@]1(C(=O)OC)N[C@H](CN(C)C(=O)COC)[C@@H]2C(=O)N(C)C(=O)[C@@H]21	-5.9	-1.4
CCOP(=O)(OCC)c1nc(-c2ccc(Cl)cc2Cl)oc1N1CCCCC1	-4.8	-6.0
COC(=O)[C@H]1C[C@@H]1[C@H](NC(=O)c1ccccc1)c1ccccc1	1.4	-1.7
Cc1cnc(C(=O)N2CCCC(C(=O)c3cccc(OC(C)C)c3)C2)cn1 (stereo not drawn)	-11.1	6.5
COc1ccccc1C(NC(=O)C1CCN(CCOc2ccccc2)CC1)c1ccccn1 (stereo not drawn)	7.7	11.0
CN1CCN(C(=O)N2c3ccccc3C=Cc3ccccc32)CC1	-17.8	9.5
CCCOC(=O)C1=C(C)NC(=O)NC1c1ccc(Br)s1 (stereo not drawn)	17.4	14.0
C=CCOC(=O)C1=C[C@@H](c2ccc3c(c2)OCO3)C[C@@H](OCc2ccc(CO)cc2)O1	-18.5	-2.2
COc1ccc(CNCCNC(=O)c2cccs2)cc1OC	-9.4	9.6
COCCn1nnnc1CN1C2CCCC1CC(NC(C)=O)C2 (stereo not drawn)	-7.3	4.6
CC(C)(C)OC(=O)N1CC2Cc3[nH]c(=O)ccc3C(C2)C1 (stereo not drawn)	-2.8	8.0
COCCOC(=O)c1c(C)oc2ccc(OS(C)(=O)=O)cc12	-18.8	3.9
CC(CNC(=O)COc1ccc2c(c1)OCO2)c1ccccc1 (stereo not drawn)	2.6	3.0
Cc1cccc(-n2ccnc2SCC(=O)Nc2ccc3c(c2)OCCO3)c1	-6.1	-2.6
Cn1c(=NC(=O)C2CC2)sc2cccc(F)c21	1.1	-1.0
Cc1noc(C)c1CSCC(=O)Nc1cc(S(=O)(=O)N2CCCCC2)ccc1OC(C)C	-0.1	-8.7
Cc1ccc(C)c(OCCC(=O)OCC(=O)N2c3ccccc3NC(=O)C2(C)C)c1	-1.5	1.9
Cc1ccc(S(=O)(=O)N2CCCCC2)cc1C(=O)OC(C)C(=O)NC1CCCCC1C (stereo not drawn)	-13.1	0.1
CC(=O)c1cccc(-c2ccnc3c2CC(C(=O)NCC2CCOCC2)O3)c1 (stereo not drawn)	41.5	-26.9
COCCNc1ncnc2c1ncn2[C@H]1CN(Cc2cc(OC)c(OC)c(OC)c2)C[C@@H](CO)O1	7.5	0.0
CCOC(=O)C1Oc2ccccc2C(C(=O)OC)=C1C(=O)OC (stereo not drawn)	5.0	-7.6
CCOc1ccccc1N1CCN(C(=O)Nc2cccc(Cl)c2)CC1	28.1	1.2
CCOc1cccc2cc(C(=O)Oc3ccc(OC)cc3)c(=O)oc12	3.6	-3.5
Cc1cccc(NC(=O)COn2nnc3ccc(S(C)(=O)=O)cc32)c1	-6.9	-1.4

(next part)
SMILES	TAG inh	TAG inh DAPI viability
COc1ccc(C2CC(c3cccs3)=NN2C(=O)CSC2=NN3CCCC(=O)N=C3S2)cc1 (stereo not drawn)	5.2	0.4
CCCCn1c(N)c(N(CCOC)C(=O)C(C)Oc2ccc(Cl)cc2)c(=O)[nH]c1=O (stereo not drawn)	-10.7	6.6
CC(C)(C)CC(=O)Nc1cccc(-c2cn3cccnc3n2)c1	9.1	35.2
CCCn1nc(C(=O)OCc2nc(N)nc(Nc3ccccc3C)n2)c2ccccc2c1=O	-8.9	5.6
Cc1cc(NC(=O)CN2C(=O)c3ccccc3S2(=O)=O)no1	-11.7	-5.4
COc1ccc(C(=O)NCCS(=O)(=O)N2CCc3ccccc3C2)c(OC)c1	-18.2	3.3
COCC(=O)N(Cc1ccccc1)c1ccccn1	-11.9	11.2
CCOC(=O)c1sc(NC(=O)CCC(=O)O)nc1C	-14.3	22.4
O=C(NCc1ccco1)c1ccc2c(c1)N(Cc1ccccc1)C(=O)CS2=O (stereo not drawn)	-14.2	-7.6
Cc1ccc(OCCN2CCN(C(=O)CCC(=O)Nc3nnc(CC(C)C)s3)CC2)cc1	3.8	-7.3
CCOCCCNC(=O)c1cc(=O)n(Cc2cccc(C)c2)c2ccccc12	-6.6	-2.3
Fc1ccccc1N1CCN(C(c2cccs2)c2nnnn2CCc2ccccc2)CC1 (stereo not drawn)	15.1	2.4
CCOc1ccc(/C=N/NC(=O)CC(=O)NCc2ccccc2)cc1	6.0	-22.9
Cc1cc(COc2ccccc2OCCN2CCN(C)CC2)no1	-1.4	15.8
CC1C(=O)N2CCCc3cc(S(=O)(=O)Nc4ccccc4C(N)=O)cc1c32 (stereo not drawn)	-6.6	0.9
COCCCn1c(-c2cccs2)nc2nc3ccccc3nc21	4.9	53.2
O=C(C[n+]1cc(-c2ccc(Br)cc2)n2c1CCCCC2)c1ccccc1	-10.2	13.9
CC(C)OCCCNC(=O)C1CC(=O)N(CCc2ccc(F)cc2)C1 (stereo not drawn)	8.5	1.1
COc1cccc(NC(=O)CN(C)CC(=O)Nc2ccc3c(c2)CCC3)c1	-7.4	-2.9
CNc1ccc(C(=O)OCC(=O)NCc2ccc3c(c2)OCO3)cc1[N+](=O)[O-]	12.5	-7.3
COC(=O)c1ccc(NC(=O)CSc2nnc(-c3ccccc3Br)n2-c2ccccc2)cc1	-10.4	7.8
CCOC(=O)c1[nH]c2c(c1C)C(=O)CC(c1ccc(OC)c(OC)c1)C2 (stereo not drawn)	-3.8	-4.6
Cc1ccc(OCCC(=O)OCC(=O)c2c(N)n(C)c(=O)n(C)c2=O)cc1	9.4	-7.5
COc1ccc(S(=O)(=O)N2CCN(C(=O)CCC3CCCC3)CC2)cc1	-7.4	-5.0
CCc1ccc(NC(=O)Cn2ncc3c4ccccc4n(C)c3c2=O)cc1	4.3	1.6

Later entries.
SMILES	TAG inh	TAG inh DAPI viability
C=CC[C@@H](CC(=O)N(CCO)Cc1ccccc1)C(=O)N[C@@H](COC(=O)[C@@H](CC=C)Cc1ccc(F)cc1)Cc1ccccc1	74.8*	3.3*
CC1(C)S[C@@H]2[C@H](NC(=O)COc3ccccc3)C(=O)N2C1C(=O)OCc1ccccc1 (stereo partly drawn)	-4.2	2.2
CCN(CC)CCCn1c2c(c(SCC(=O)Nc3ccc4c(c3)OCO4)nc1=O)CCC2	4.0	-4.1
Cc1cc(NC(=O)CSc2nc3ccccc3c(=O)n2Cc2ccc(F)cc2)no1	4.0	-14.7
COc1ccc(NC(=O)c2nn(C)cc2[N+](=O)[O-])cc1	21.2	-12.0
NS(=O)(=O)c1ccc(N2N=C(c3ccccc3)CC2c2ccc(Br)cc2)cc1 (stereo not drawn)	-7.8	i
O=[N+]([O-])c1ccc(CS(=O)Cc2ccccc2)cc1 (stereo not drawn)	-9.7	2.1
COc1ccc(OCCN2C(=O)c3ccccc3C2=O)c([N+](=O)[O-])c1	9.4	-3.1
COc1ccccc1C(=O)N1CCN(c2cccc(C(F)(F)F)c2)CC1	-4.1	-6.5
Cc1ccccc1OCC(=O)N1CCCc2ccccc21	2.4	14.2
CC(=Nc1ccccc1)Nc1ccccc1	-2.2	-6.7
CCCCCC/C=C/c1ccc(OC)c([C@H]2[C@H]3C=CC[C@@H](C)[C@@H]3C(=O)N2Cc2ccccc2)c1	-52.3	12.5
CC(N)c1csc(Nc2cc(Oc3ccccc3)ncn2)n1 (stereo not drawn)	12.9	-16.5
COC(=O)[C@H](Cc1ccccc1)NC(=O)N1CC(C)OC(C)C1 (stereo partly drawn)	-13.0	-8.7
CN(CC(=O)Nc1cccc(F)c1)C(=O)c1ccccc1OCC(=O)Nc1cccc(C(F)(F)F)c1	-5.6	-2.4
Cn1c(Cl)c(C(=O)Nc2ccccc2)c2ccccc21	-0.1	6.6
Cc1cc2ccccc2c(=O)n1CC(=O)Nc1ccc2c(c1)OCO2	9.0	1.6
O=C(O)/C=C\C(=O)NNC(=O)c1cc(-c2ccccc2)n[nH]1	-6.7	3.1
COC(=O)c1ccc(C(=O)N(CCN(C)C)c2nc3c(Cl)cccc3s2)cc1	0.2	0.3
CCN(CC)Cc1cc(C(=O)O)c(-c2ccccc2)o1	6.3	-5.1
CC1(C)NC(=O)N(CC(=O)Nc2ccc(-c3ccccc3)cc2)C1=O	-9.9	3.1
Cc1ccc(S(=O)(=O)NNC(=O)C23CCC(CC2)C3)cc1	19.5	-6.9
COc1ccc(CNC(=O)C2CC(=O)N(c3ccc(OCC(=O)N4CCCCC4)cc3)C2)cc1 (stereo not drawn)	17.1	-17.9
Cc1cnc(C(=O)Nc2ccc(C)c(S(=O)(=O)N3CCCCCC3)c2)cn1	-19.0	3.3
C[C@H](CO)N1C[C@H](C)[C@@H](CN(C)Cc2ccncc2)Oc2c(NS(=O)(=O)c3cccs3)cccc2C1=O	9.9	-12.3

(cont.)
SMILES	TAG inh	TAG inh DAPI viability
CCCC(=O)NCc1cc(-c2nn(C)c(=O)c3ccccc23)ccc1OC	12.7	-1.0
CCN(CC)S(=O)(=O)c1cccc(C(=O)Nc2ccc(Cl)cn2)c1	7.3	-17.8
COc1ccc2c(c1)[C@H]1[C@H](CO2)[C@H](c2ccccc2)[C@]2(C)C(=O)N(Cc3ccc(C)cc3)CC(=O)N12	14.6	5.4
C=CCN(CC(=O)O)S(=O)(=O)c1ccccc1C(F)(F)F	-3.3	-1.9
CCC(=O)NCCc1cc2cc(C)c(C)cc2[nH]c1=O	-1.6	12.7
CCOc1cc(/C=C/C(=O)O)ccc1OCCO	3.1	-3.2
Cc1cc(C(=O)COc2ccc(Cl)cc2Br)c(C)n1C	-2.0	-2.2
O=C1N/C(=N\N=C\c2cccs2)SC1Cc1ccc(Cl)cc1 (stereo not drawn)	-1.0	4.3
Cc1ccc(-n2ccc(=O)c(-c3ccnc(SCc4cccc(Cl)c4)n3)n2)cc1	5.9	-9.8
COc1ccc(CNC(=O)CSc2nc3cccnc3s2)cc1	-4.8	-2.6
O=C(c1cccc(C(=O)N(c2ccccn2)C2CCCCC2)c1)N(c1ccccn1)C1CCCCC1	-2.7	-1.8
Cc1ccc(S(=O)(=O)N2CCN(C(=O)CCc3c[nH]c4ccccc34)CC2)cc1	-6.5	3.3
CCCCC(O)(CCCC)C(=O)N/N=C(\C)c1ccc(Cl)cc1	-6.6	-8.8
Cc1csc(NC(=O)c2cncc(Br)c2)n1	2.7	4.6
O=C(OCc1nc2ccsc2c(=O)[nH]1)c1cc(Br)c(Br)s1	6.0	6.5
CCCCn1c(N)c(N(CC)C(=O)CCNC(=O)NC23CC4CC(CC(C4)C2)C3)c(=O)[nH]c1=O	6.7	1.5
Cc1cc(-c2ccccc2C(=O)NCc2ccccc2)on1	-6.5	-3.6
COc1ccccc1N1CCN(C(=O)C(OC(C)=O)c2ccccc2)CC1 (stereo not drawn)	0.1	-2.0
CC(=O)N1CCN(c2ccc(N)cc2)CC1	9.1	9.2
O=C(c1ccccc1F)N(Cc1nc2ccccc2c(=O)[nH]1)C1CCCC1	18.6	-1.2
COc1cc2[nH]c(=O)n(CCC(=O)N3CCN(c4cccc(C)c4C)CC3)c(=O)c2cc1OC	3.1	-3.4
COC(=O)c1cnn(-c2ccccc2)c1C(OC)OC	13.7	-11.4
Cc1ccc(NC2Nc3cc(C)nn3S2)c(C)c1 (stereo not drawn)	-46.8	-3.4
Cc1ccc(C(=O)COC(=O)C2CC(=O)N(c3nc(-c4ccccc4)cs3)C2)cc1C (stereo not drawn)	11.3	3.0
O=C(COC(=O)Cc1ccc(Br)cc1)NC1CCCCCC1	1.5	-16.9

Given field by field: two of the compounds above.
> CCCC(=O)NCc1cc(-c2nn(C)c(=O)c3ccccc23)ccc1OC
  TAG inh: 12.7
  TAG inh DAPI viability: -1.0
> CCC(=O)NCCc1cc2cc(C)c(C)cc2[nH]c1=O
  TAG inh: -1.6
  TAG inh DAPI viability: 12.7

Further structures follow:
SMILES	TAG inh	TAG inh DAPI viability
CCN(CC)CCC(c1ccc(N(C)C)cc1)c1c(OC)cc(OC)c2ccc(=O)oc12 (stereo not drawn)	24.3	4.5
CC(C)c1cccc(C(C)C)c1NC(=O)COC(=O)c1ccc2c(c1)S(=O)(=O)c1ccccc1C2=O	17.9	-2.7
Cn1c(CNS(=O)(=O)c2ccc(Br)cc2)n[nH]c1=S	4.5	1.1
CCOc1ccc(OCC)c(NC(=O)CSc2nnnn2CC)c1	19.9	-10.5
CCC(c1nnc(SCC(=O)NCCc2ccc(Cl)cc2Cl)o1)N(C)C (stereo not drawn)	13.7	-14.3
Cc1ccccc1N1C(=O)C2ON(c3ccccc3)C(c3cccnc3)C2C1=O (stereo not drawn)	-5.3	0.7
CCOC(=O)CC(=O)Nc1nnc(C(C)C)s1	-34.0	10.8
N#CCSc1ccccc1NC(=O)COC(=O)CCN1C(=O)C2CC=CCC2C1=O (stereo not drawn)	-20.4	2.6
Brc1cc2c(cc1/C=N/Nc1nc3ccccc3s1)OCO2	-0.4	3.6
COc1cccc(C(CNC(=O)C2CCN(C(=O)Nc3ccccc3)CC2)N(C)C)c1 (stereo not drawn)	11.0	0.7
CCOc1ccc(N2C(=O)CSC23CCCCC3)cc1	0.6	5.8
O=C(CN1C(=O)C2CC=CCC2C1=O)Nc1ccccc1N1CCCC1 (stereo not drawn)	-8.3	2.8
CC1(C)CC(=O)c2cnc(N3CCN(c4ccccc4)CC3)nc2C1	6.5	-4.6
N#CC1=C(N)N(c2ccc(Oc3ccccc3)cc2)C(=O)C1	-6.8	-9.8

High-throughput results deposited in PubChem BioAssay by Sanford-Burnham Center for Chemical Genomics.
